SKKanGAS inh: blocks kanamycin growth of S. pyogenes SKKanGAS strain | 300,000 compounds, 1.3% hits | BacTiter-Glo, 6 h | inhibition, % at 7.5 µM;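 active = mean replicate score, as percent of positive control median, at least 50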;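 note: strain carries kanamycin resistance gene driven by streptokinase promoter and grows in 40 µg/ml kanamycin; loss of luminescence reflects streptokinase promoter inhibition or plain growth inhibition; 0% = median of DMSO wells and 100% = positive control at its reference dose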
HIF activator: HIF pathway transcriptional activation; 300,000 compounds, 0.32% hits; activation, % at 7.5 µM (by protocol); U2OS HRE-luciferase reporter, luminescence; normalized: DMSO 0%, desferrioxamine 100%;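 active = mean activation of at least 10% of the iron chelator positive control signal, with at least half of replicates also reaching 10%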
TRPC6 inh: blocks the mouse TRPC6 cation channel | Q61143 | HEK293-TRPC6, membrane potential dye, ACh-evoked depolarization; stronger effect = lower value | B-score at 10 µM | 310,000 compounds, 1.1% hits | AID 2553;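 active = B-score under library mean minus 3 SD, initial fluorescence not abnormally high, positive integrated signal ratio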;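 note: B-score derived from integrated fluorescence ratio over the kinetic read; more negative B-score means stronger inhibition of depolarization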
TRPC4 potent: TRPC4 (mouse) allosteric potentiation; Q9QUQ5; HEK293 TRPC4beta/mu-opioid, DAMGO EC20, Fluo-4 Ca2+ flux; stronger effect = higher value; B-score at 10 µM; 310,000 compounds, 0.42% hits; AID 2227;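 active = B-score of calcium response area above 5 SD of library B-scores, with initial fluorescence ratio within 5 SD of library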;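 note: B-score of integrated fluorescence ratio over time as area under calcium response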
TRPC4 agonist: TRPC4 (mouse) channel activation. Q9QUQ5. HEK293 TRPC4beta/mu-opioid, Fluo4 calcium fluorescence; stronger effect = higher value. B-score at 10 µM. 310,000 compounds, 0.49% hits. AID 2237;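 active = B-score above 5 SD of library B-scores, and initial fluorescence ratio not above library mean plus 5 SD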;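 note: positive B-score marks a calcium rise read as TRPC4 activation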
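Assay system – TRPC4beta and mu-opioid receptor HEK293 stable cells · Measured by – Fluo4 fluorescence, kinetic · Schedule – dye loading 45 min room temperature, 110 s kinetic read · Read-out – B-scored integrated calcium fluorescence ratio · Controls – buffer and maximal DAMGO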
KLF5 inhibitor: kruppel-like factor 5 inhibition | inhibition, % at 5 µM | AID 1700 | DLD-1 KLF5 promoter-luciferase reporter, luminescence | 290,000 compounds, 0.23% hits;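 active = inhibition above a per-plate limit of that plate's mean compound inhibition plus 3 SD, cut at about 60% in these data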;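 note: 0% = DMSO wells and 100% = LY294002 at 200 µM; higher means less KLF5 promoter-driven luciferase light; inactives centre near -14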
TRPC4 inh: TRPC4 (mouse) channel inhibition. Q9QUQ5. HEK293 TRPC4beta/mu-opioid, DAMGO-evoked Fluo4 calcium flux; stronger effect = lower value. B-score at 10 µM. 300,000 compounds, 0.39% hits;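 active = B-score over 3 SD under the library average, no early fluorescence shift, positive overall ratio signal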
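Signal: kinetic Fluo4 fluorescence imaging of calcium influx. Material: stable TRPC4beta/mu-opioid receptor HEK293 cells. Probe or stimulus: DAMGO in two steps, submaximal then maximal.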
aSyn 5UTR inh: MLPCN primary screen, SNCA 5' untranslated region. alpha-synuclein 5'UTR reporter, inhibitor activity. inhibition, % (tested at 7.5 µM). 300,000 compounds, 0.82% hits. AID 1813; in the data active = inhibition above about 60%;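 note: H4 neuroglioblastoma cells stably carrying SNCA 5'UTR luciferase fusion; 0% = DMSO wells and 100% = positive control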
TRPC6 activator: activates the mouse TRPC6 cation channel. HEK293-TRPC6 membrane potential dye fluorescence; stronger effect = higher value. B-score at 10 µM. 310,000 compounds, 0.13% hits. AID 2550;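 active = B-score of the integrated fluorescence ratio above library mean plus 3 SD, and starting fluorescence ratio within library mean plus 5 SD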;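 note: higher score means more depolarization so channel activation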
MrgX1 antag: blocks BAM8-22 activation of human MrgX1 receptor; Q96LB2; MRGX1-HEK293 calcium flux, Fluo-4, BAM8-22 antagonism; stronger effect = lower value; 310,000 compounds, 1.3% hits; B-score at 10 µM;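 active = calcium-response B-score plate-corrected more than 3 library SD below zero, starting fluorescence within 5 deviations, no agonist response on first addition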;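 note: peak minus trough fluorescence over baseline after final BAM8-22 challenge near maximal dose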
Target sequence (Q96LB2 whole entry, looked up): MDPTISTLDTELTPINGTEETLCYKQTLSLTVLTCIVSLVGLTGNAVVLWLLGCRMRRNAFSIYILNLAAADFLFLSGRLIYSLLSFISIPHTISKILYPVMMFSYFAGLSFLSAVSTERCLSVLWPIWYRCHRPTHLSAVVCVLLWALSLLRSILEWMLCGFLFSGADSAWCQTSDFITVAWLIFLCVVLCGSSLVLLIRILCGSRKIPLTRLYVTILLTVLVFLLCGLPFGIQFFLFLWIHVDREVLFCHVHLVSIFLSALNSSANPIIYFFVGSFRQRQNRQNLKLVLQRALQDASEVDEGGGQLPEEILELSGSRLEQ
IEC-6 cytotox: counter-screen for KLF5 inhibitors: cytotoxicity in IEC-6 cells | IEC-6 cytotoxicity, luminescence viability | inhibition, % at 5 µM | 290,000 compounds, 0.78% hits | AID 1825; in the data active = inhibition above about 22%;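 note: 0% = plate median of test compound wells and 100% = cytotoxic reference compound wells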
The depositor's hits bear a star; i = inactive; . = not tested or not shown. Compounds as they come. Share with any hit: about 5.8%.

SMILES	SKKanGAS inh	HIF activator	TRPC6 inh	TRPC4 potent	TRPC4 agonist	KLF5 inhibitor	TRPC4 inh	aSyn 5UTR inh	TRPC6 activator	MrgX1 antag	IEC-6 cytotox
Cc1cc(C)cc(N(CC(=O)NCC2CCCO2)C(=O)CCC(=O)Nc2cc(C)on2)c1 (stereo not drawn)	-3	-26	i	i	i	-5	i	22	i	i	0
COc1ccc(OC)c2sc(N(CCCN(C)C)C(=O)c3ccc(S(=O)(=O)N4CCc5ccccc5C4)cc3)nc12	4	-8.3	i	i	i	.	i	100*	i	-6.1*	.
COc1cc(NC(=O)NCc2ccncc2)cc(OC)c1OC	2	-0.4	i	i	i	27	i	-11	i	i	12
O=C(O)CCNS(=O)(=O)c1ccc2c(c1)Cc1ccccc1-2	-1	-0.3	i	i	i	-20	i	7	i	i	-2
CC(C)(C)NC(=O)CSc1nc(O)cc(=O)n1-c1ccccc1	12	0.2	i	i	i	-1	i	17	i	i	8
CCOc1cc(/C=C/c2cc(C(F)(F)F)[nH]c(=O)n2)ccc1O	6	-0.4	i	i	i	-10	i	-79	i	i	2
O=C(O)COc1ccc(F)cc1Br	0	0.0	i	i	i	-5	i	12	i	i	-4
CC(=O)Nc1ccc(C(=O)CSc2nnc3scc(-c4ccccc4)n23)cc1	6	0.8	i	i	i	1	i	16	i	i	-4
COC(=O)c1c(C(=O)OC)c2ccccn2c1C(=O)c1ccccc1	0	0.5	i	i	i	-53	i	9	i	i	2
Cc1cnc(C(=O)OCC(=O)Nc2sc3c(c2C#N)CCC3)cn1	4	-0.4	i	i	i	.	i	-7	i	i	.
O=C(Nc1cccc(S(=O)(=O)N2CCOCC2)c1)c1ccc2c(=O)n3c(nc2c1)CCCCC3	-8	-0.6	i	i	i	9	i	1	i	i	3
CCc1ccc(C(=O)Nc2nnn(CC)n2)cc1	-4	0.0	i	i	i	-89	i	-26	i	i	0
CC(C)C(NC(=O)OCc1ccccc1)C(=O)OCC(=O)NC1CC1 (stereo not drawn)	2	-0.2	i	i	i	-16	i	-12	i	i	-2
O=S(=O)(CCc1ccccc1)N1CCOCC1	-4	-0.2	i	i	i	0	i	22	i	i	-4
O=C(N/N=C/c1c(Cl)[nH]c2ccccc12)c1sc2ccccc2c1Cl	15	-6.8	i	i	i	-19	i	-29	i	i	0
Cc1ccc(O)c(NC(=O)c2cc3nc4c(c(C(F)(F)F)n3n2)CCc2ccccc2-4)c1	-8	0.9	i	i	i	-3	i	3	i	i	-2
O=C(NO)c1ccc(C(=O)N(C2CCCCC2)C2CCCCC2)cc1	8	2.1	i	i	i	-4	i	-12	i	i	5
CC(C)CCNC(=O)Cn1c(=O)oc2cc(S(=O)(=O)N3CCc4ccccc43)ccc21	4	.	i	i	i	-19	i	22	i	i	-4
COc1ccc(-c2[nH]ncc2/C=N\NC(=O)c2ccc(C(C)(C)C)cc2)cc1OC	4	0.3	i	i	i	-13	i	3	i	i	8
O=C(CNC(=O)c1ccco1)OCc1ccc(C(=O)c2ccccc2)cc1	-2	-0.5	i	i	i	-8	i	0	i	i	-3
COCCNC(=S)N1CCN(c2nc(-c3ccccc3)cs2)CC1	12	0.0	i	i	i	-13	i	-10	i	i	4
COc1ccc(CCNC(=O)CSc2nccc(=O)[nH]2)cc1OC	-10	-0.1	i	i	i	-16	i	10	i	i	1
O=C(CCSc1ccccc1)Nc1nnc(-c2ccccc2)o1	26	0.3	i	i	i	-13	i	-10	i	i	0
COc1ccc2c(c1)CCc1c(C(=O)N3CC4(C)CC3CC(C)(C)C4)noc1-2 (stereo not drawn)	17	-0.2	i	i	i	-21	i	-21	i	i	-3
Cc1cc2n(n1)SC(Nc1ccc(F)c(Cl)c1)N2 (stereo not drawn)	-8	3.2	i	i	i	-7	i	-77	i	i	-2
Cn1nnc2ccccc2c1=O	4	-0.2	i	i	i	10	i	-8	i	i	-4
CCOc1ccc(CCN2C(=O)C3C4C=CC(C4)C3C2=O)cc1OCC (stereo not drawn)	-12	0.1	i	i	i	-6	i	14	i	i	8
Cc1ccc(S(=O)(=O)N(C)/N=C2/C(=O)N(CC(=O)O)c3ccccc32)cc1	-1	-1.1	i	i	i	-18	i	13	i	i	4
Cc1nn2c(CN(C(=O)CN3CCOCC3)c3ccccc3)nnc2c2ccccc12	3	-0.4	i	i	i	13	i	4	i	i	-2
Clc1ccc(-c2nnc(-c3ccccc3)c(-c3ccccc3)n2)cc1	25	-0.6	i	i	i	-13	i	-1	i	i	0
Cc1ccc(-n2c(CCC(=O)O)ccc2-c2cccs2)cc1	3	2.0	i	i	i	-62	i	-50	i	i	-1
O=c1cnn(Cc2c(Cl)cccc2Cl)c2ccccc12	-4	-0.2	i	i	i	-1	i	10	i	i	-4
O=C(/C=C/c1ccccc1)NCCc1ccccc1	100*	4.6	i	i	i	.	i	-154	i	i	.
CCCNC(=O)COC(=O)c1cccnc1Nc1ccccc1F	-20	0.1	i	i	i	-3	i	-1	i	i	5
Cc1ccnc(NC(=O)CCC(=O)N(CC(=O)NCc2ccc(F)cc2)CC2CCCO2)c1 (stereo not drawn)	-3	-0.2	i	i	i	-1	i	-2	i	i	2
CC(=O)c1ccc(NC(=O)COC(=O)CCC(=O)c2cccs2)cc1	-12	.	i	i	i	-22	i	15	i	i	-6
CCCn1c(C)cc(/C=C(\C#N)C(=O)OCC(=O)NC(=O)NC(C)(C)C)c1C	4	0.7	i	i	i	-11	i	-45	i	i	-2
NS(=O)(=O)c1ccc(CCn2c(=S)[nH]c3ccccc3c2=O)cc1	11	-0.4	i	i	i	31	i	28	i	i	-4
O=S(=O)(Nc1cc(Sc2cccc3cccnc23)c(O)c2ccccc12)c1ccc(F)cc1	87*	0.3	i	i	i	2	i	-4	i	i	51*
Clc1ccc(C2=NCCN2)cc1	4	0.0	i	i	i	-30	i	18	i	i	3
O=S(=O)(NCCC1=CCCCC1)c1cccc(S(=O)(=O)N2CCOCC2)c1	0	-0.5	i	i	i	-12	i	25	i	i	-6
CCOC(=O)C1(CC2CCCCO2)CCN(C(=O)NCc2ccccc2)CC1 (stereo not drawn)	-5	-0.2	i	i	i	0	i	4	i	i	-2
COc1ccc(/C=N/NC(=O)c2cc(C)n(-c3ccccc3)c2C)cc1OC	.	2.9	i	i	i	22	i	-19	i	i	6
CCCCCCCNC(=O)CN1N=C(c2ccc(C)cc2)CCC1=O	-6	-0.3	i	i	i	-14	i	9	i	i	-4
CC(C)c1nc2sc3c(=O)n(N)cnc3c2c2c1COC(C)(C)C2	6	-0.1	i	i	i	-28	i	8	i	i	2
CC(=O)Oc1ccc(C(=O)[C@H]2[C@H]3C(=O)N(c4ccc(C)cc4)C(=O)[C@H]3[C@@H]3C=CC=NN32)cc1	5	0.6	i	i	i	-15	i	-62	i	i	-9
Cc1ccc(NC2Sc3ccccc3NC2=O)cc1 (stereo not drawn)	7	-2.1	i	i	i	-52	i	-47	i	i	-4
O=C(/C=C/c1cccc(Cl)c1)NCc1ccncc1	-9	-1.1	i	i	i	19	i	-15	i	i	5
Cc1ccc(C)c2[nH]c(=O)c(CN(Cc3cccnc3)C(=S)NCc3ccco3)cc12	3	-0.5	i	i	i	-24	i	12	i	i	-1
Cc1cc(/C=N/NC(=O)c2ccccn2)c(C)n1-c1cccc([N+](=O)[O-])c1	-1	2.0	i	i	i	-43	i	-57	i	i	2

Going on with the list:
SMILES	SKKanGAS inh	HIF activator	TRPC6 inh	TRPC4 potent	TRPC4 agonist	KLF5 inhibitor	TRPC4 inh	aSyn 5UTR inh	TRPC6 activator	MrgX1 antag	IEC-6 cytotox
COc1ccc(C(=O)/C=C/c2ccc(OCc3ccccc3)cc2)cc1CSCC(=O)O	36	0.6	i	i	i	-45	i	-28	i	i	-4
COc1ccc(C)cc1NC(=O)CCS(=O)(=O)c1cccc2nonc12	-6	0.8	i	i	i	-7	i	1	i	i	1
CCOC(=O)c1ccc(S(=O)(=O)N2CCN(c3ccccn3)CC2)cc1	3	0.2	i	i	i	-21	i	-5	i	i	1
Cc1ccc(C)c(Oc2cc(NN3CCCCC3)c([N+](=O)[O-])cc2[N+](=O)[O-])c1	9	-0.5	i	i	i	-1	i	25	i	i	-4
CC(CO)N1CCS(=O)(=O)CC1 (stereo not drawn)	-2	-0.9	i	i	i	-16	i	-4	i	i	-4
CCOC1(c2ccccc2)OC(=O)c2ccccc21 (stereo not drawn)	-6	0.3	i	i	i	0	i	-5	i	i	-4
O=Cc1cnc(N2CCN(Cc3ccccc3)CC2)s1	9	-0.5	i	i	i	16	i	-1	i	i	-8
Cc1cc(Cl)c2oc(C(=O)N(C)CCCCN3CCOCC3)c(C)c2c1	1	0.5	i	i	i	-15	i	9	i	i	6
CCOC(=O)c1cc(-c2ccc(OC)cc2)n(CCC(=O)NCCN2CCC(C)CC2)c1C	-1	-0.2	i	i	i	1	i	-22	i	i	0
CC(C)Cn1c(=S)[nH]c2ccccc2c1=O	-1	-0.3	i	i	i	-25	.	2	i	i	6

Single entries from the list.
Under SKKanGAS inh, CCOC(=O)c1ccc(S(=O)(=O)N2CCN(c3ccccn3)CC2)cc1 has 3
Under IEC-6 cytotox, CCOC1(c2ccccc2)OC(=O)c2ccccc21 (stereo not drawn) has -4

Bioassay records (PubChem BioAssay)
